Source: PubChem (several laboratories)
Spn DPM-DC inh: S. pneumoniae DPM-DC inhibitors, primary screen, biochemical, PK/LDH-coupled NADH fluorescence; diphosphomevalonate decarboxylase (Streptococcus pneumoniae D39); calls only at 10 µM; AID 556, 2006; 0.49% of 65,000 active; purified DPM-DC;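 active means the 320 compounds with the highest percent inhibition in the single-dose primary screen, excluding strongly autofluorescent ones, cut at about 32% in these data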;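 further: kinetic rate of NADH fluorescence loss reporting ADP formed by the decarboxylase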
MK inhibit: S. pneumoniae MK inhibitors, primary screen, biochemical, PK/LDH-coupled NADH absorbance. AID 555, 2006. inhibition, % at 10 µM. 0.48% of 65,000 active. purified MK, PK/LDH-coupled NADH absorbance 340 nm;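 active means ranked among the strongest by inhibition in the single 10 µM screen, a fixed top-ranked set picked for dose follow-up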; further: no value below 0 was filed
HPDE-C7 cytotoxicity: cytotoxicity in HPDE-C7 cells, cell-based, fluorescence, HTS (AID 430); HPDE-C7 pancreatic duct cells viability, fluorescence; higher % means a stronger effect; cytotoxicity, % at 10 µM; hits with a dose series show EC50 in µM; 1.8% of 63,000 active;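 further: cells exposed to compound for 48 hours before viability readout; 0% = vehicle and 100% = reference cytotoxic drug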
HT1080 cytotoxicity: cytotoxicity in HT1080 fibrosarcoma cells, cell-based, fluorescence readout (AID 620). HT1080 viability, fluorescence; higher % means a stronger effect. cytotoxicity, % at 10 µM; hits with a dose series show EC50 in µM. 0.42% of 87,000 active;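 further: cells exposed to compound overnight then 4 h with Alamar Blue; 0% = vehicle DMSO and 100% = killing control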
HPDE-C7K KRASV12: cytotoxicity in KRAS-transformed pancreatic duct cells, primary screen, cell-based, fluorescence, HTS (AID 431). HPDE-C7K KRASV12 cells, Alamar Blue viability, 48 h; higher % means a stronger effect. cytotoxicity, % at 10 µM; hits with a dose series show EC50 in µM. 1.7% of 63,000 active;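 active means compounds whose percent cytotoxicity in the single-dose primary screen, scaled between solvent and toxic-drug controls, exceeds 50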;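 further: 0% = DMSO solvent wells and 100% = doxorubicin-treated wells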
PMK inhibit: S. pneumoniae PMK inhibitors, primary screen, biochemical, mevalonate pathway, pilot trial included | AID 539, 2006 | purified PMK, PK/LDH-coupled NADH absorbance 340 nm | inhibition, % at 10 µM | 0.49% of 65,000 active;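 active means top-ranked compounds by inhibition in the single 10 µM screen, taking a fixed number of the strongest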;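 further: 0% = full reaction with DMSO carrier and 100% = background rate without enzyme reaction; no value below 0 was filed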
LYP phosphatase: LYP phosphatase inhibitors, primary screen, biochemical, DiFMUP fluorescence, recombinant catalytic domain, 10 µM (AID 606) | Tyrosine-protein phosphatase non-receptor type 22 (Homo sapiens) | recombinant LYP catalytic domain, DiFMUP fluorescence; higher % means a stronger effect | inhibition, % at 10 µM, or IC50 in µM where a hit was titrated | 52,000 tested, under 10 active;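 active means IC50 under 40 µM in the dose-response test; inactive means IC50 of 40 µM or more, or never dose-tested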
TNAP inhibition: human TNAP enzyme inhibitors, biochemical, luminescent (AID 518); inhibition, % at 20 µM; hits with a dose series show IC50 in µM; purified TNAP enzyme, luminescent substrate readout; higher % means a stronger effect; Alkaline phosphatase, tissue-nonspecific isozyme (Homo sapiens); 0.09% of 64,000 active; in the data active means a potency from the dose series; inactive means the rest, 99 in 100 with inhibition below about 22%;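 further: plate controls were vehicle for no effect and reference inhibitor for full effect; many of its hits are not listed in these tables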
Bfl-1 inhibitors: Bfl-1 inhibitors, primary screen, biochemical, fluorescence polarization, FITC-Bid, mouse (AID 432) | Bcl-2-related protein A1 (Mus musculus) | FITC-Bid BH3 peptide fluorescence polarization displacement; higher % means a stronger effect | displacement, % at 20 µM; hits with a dose series show IC50 in µM | 0.02% of 64,000 active; in the data active means a potency from the dose series; inactive means the rest, 99 in 100 with displacement below about 15%; further: strong numbers were not always called active
PMK inhibit pilot replicates: second read-out of PMK inhibit, no call of its own (marks repeat the call); inhibition, %; measured here: pilot screen replicates
MK inhibit pilot replicates: also measured in MK inhibit; calls as there; inhibition, %; measured here: pilot screen replicates
Spn DPM-DC inh pilot screen %: further read-out of Spn DPM-DC inh, marked with its call; inhibition, %; measured here: pilot screen trials
* marks the source's active call; other numbers are inactive results; i = inactive; x = not tested or not shown; + = active, no number. Unless noted, no stated cut-off is given here; in the data, active means cytotoxicity above about 50%; inactive means the rest.

SMILES	Spn DPM-DC inh	MK inhibit	HPDE-C7 cytotoxicity	HT1080 cytotoxicity	HPDE-C7K KRASV12	PMK inhibit	LYP phosphatase	TNAP inhibition	Bfl-1 inhibitors	others
COc1nc(OC)nc(N2CCC(NC(=O)C(Cc3ccc(C(C)C)cc3)NC(C)=O)CC2)n1 (centres undefined)	i	4	-22%	-6%	5%	13	-5%	14%	-1%	PMK inhibit pilot replicates=3.0;MK inhibit pilot replicates=1.5;Spn DPM-DC inh pilot screen %=1.0
CC(C)(C)n1nnnc1C(c1cc2cc3c(cc2[nH]c1=O)OCO3)N1CCN(c2ccccc2)CC1 (centres undefined)	+	2	-16%	-8%	-19%	6	-3%	13%	-9%
O=C(CCCC(=O)N(CC(=O)NC1CCCC1)C1CCCC1)Nc1ccccn1	i	0	-21%	0%	-10%	10	-2%	9%	-4%
COc1ccc(NCc2nnc(SCC(=O)Nc3cc(C)cc(C)c3)o2)cc1	i	1	7%	3%	8%	5	6%	26%	4%	PMK inhibit pilot replicates=3.5;MK inhibit pilot replicates=0.0;Spn DPM-DC inh pilot screen %=0.0
Cc1ccc(N2C(=O)c3ccc(C(=O)N4CCN(c5ccccc5F)CC4)cc3C2=O)cc1	i	5	0%	x	0%	2	-9%	4%	3%
CC(CN1CCCCC1)OC(=O)c1ccc(Cl)cc1 (centres undefined)	i	9	-9%	-1%	-17%	1	x	4%	-2%
CSc1cccc(NC(=O)c2ccco2)c1	i	16	19%	2%	-3%	11	x	12%	4%
O=C(CCC1CCCCC1)N1CCN(Cc2ccc3c(c2)OCO3)CC1	i	7	-8%	6%	-24%	10	2%	1%	-3%
C=C(C)CSc1nnc(CCNC(=O)OC(C)(C)C)o1	i	0	-11%	10%	-22%	3	x	5%	-5%
CC1Cc2ccccc2N1C(=O)c1cc2c(=O)n3ccccc3nc2n1C (centres undefined)	i	0	13%	-6%	4%	7	0%	6%	1%
Cc1ccc(-n2nnnc2SCC(=O)c2cc(C)n(CC3CCCO3)c2C)cc1 (centres undefined)	i	0	-6%	-5%	-2%	12	2%	9%	4%	PMK inhibit pilot replicates=0.0;MK inhibit pilot replicates=0.5;Spn DPM-DC inh pilot screen %=1.5
O=C1CN(C(=O)CN2CCOCC2)C(c2ccccc2)c2cc(Br)ccc2N1 (centres undefined)	i	3	-9%	x	-6%	4	4%	-1%	-1%

The closing 2 compounds of the section before are carried over, then new ones follow.
SMILES	Spn DPM-DC inh	MK inhibit	HPDE-C7 cytotoxicity	HT1080 cytotoxicity	HPDE-C7K KRASV12	PMK inhibit	LYP phosphatase	TNAP inhibition	Bfl-1 inhibitors	others
Cc1ccc(-n2nnnc2SCC(=O)c2cc(C)n(CC3CCCO3)c2C)cc1 (centres undefined)	i	0	-6%	-5%	-2%	12	2%	9%	4%	PMK inhibit pilot replicates=0.0;MK inhibit pilot replicates=0.5;Spn DPM-DC inh pilot screen %=1.5
O=C1CN(C(=O)CN2CCOCC2)C(c2ccccc2)c2cc(Br)ccc2N1 (centres undefined)	i	3	-9%	x	-6%	4	4%	-1%	-1%
O=C1NC(c2ccncc2)Nc2sc3c(c21)CCCC3 (centres undefined)	i	3	-5%	35%	-9%	9	17%	6%	-14%
CSc1nnc2c3c4c(sc3nc(-n3nc(C)cc3C)n12)COC(C)(C)C4	i	3	3%	-13%	8%	0	-21%	7%	-7%
O=C(c1csc2ccccc12)N1CCCCCC1	i	11	-15%	8%	-2%	0	10%	13%	3%	PMK inhibit pilot replicates=0.0;MK inhibit pilot replicates=0.0;Spn DPM-DC inh pilot screen %=0.0
c1ccc2c(c1)Cn1nnnc1-2	i	7	1%	5%	-6%	7	x	7%	-6%
CCSc1nc(O)c(CC)c(=O)n1C(C)CC (centres undefined)	i	10	4%	10%	3%	0	3%	12%	1%	PMK inhibit pilot replicates=3.5;MK inhibit pilot replicates=0.0;Spn DPM-DC inh pilot screen %=2.5
Cc1ccc(-c2cn(S(=O)(=O)c3cccc4nsnc34)nc2N)cc1	i	3	-26%	-5%	-16%	6	13%	11%	-3%
COc1ccc(CNc2cc(C)nc3ncnn23)c(OC)c1	i	5	6%	-17%	2%	14	x	5%	2%
CC1CCN(C(=O)c2ccc3c(c2)OCCO3)CC1	i	0	-16%	12%	-26%	0	4%	10%	-3%
Cc1cc(NC(=O)CSc2nc3c(c(=O)n2-c2ccccc2)SC(C)C3)no1 (centres undefined)	i	13	2%	6%	6%	10	-3%	6%	-5%
CCOC(=O)N1CCN(c2nc(N(c3ccccc3)c3ccccc3)nc(-n3ccnc3)n2)CC1	i	0	5%	2%	10%	15	9%	7%	-10%
Cc1cc(/C=c2/sc3nc4ccccc4n3c2=O)c(C)n1-c1ccccn1	i	7	-1%	7%	6%	3	5%	12%	-39%	PMK inhibit pilot replicates=0.0;MK inhibit pilot replicates=0.0;Spn DPM-DC inh pilot screen %=0.0
Cc1cc(NC(=O)CN2CCN(c3ncccn3)CC2)no1	i	39	-3%	2%	-3%	0	9%	8%	0%
Cc1ccc(C(=O)NC2CC(C)(C)NC(C)(C)C2)c(C)c1	i	8	-5%	6%	-6%	1	12%	7%	-2%
COc1ccc(CCNC(=O)CCCn2c(SCC#N)nc3ccccc3c2=O)cc1OC	i	5	-13%	6%	-3%	14	x	9%	-8%
O=C(Nc1ccc(F)cc1F)c1cccnc1	i	1	-3%	-13%	-12%	11	0%	7%	8%
Cc1cc(=O)c2c(C)nn(-c3ccccc3)c2[nH]1	i	6	-4%	-2%	1%	10	5%	4%	2%
O=C(NC1CCN(C(=O)N2c3ccccc3Sc3ccccc32)CC1)c1ccco1	i	7	-13%	3%	-4%	0	x	3%	-6%
CCOC(=O)c1sc(Nc2nc3c(OC)cccc3s2)nc1C	+	0	64%*	-3%	80%*	10	-2%	6%	1%	PMK inhibit pilot replicates=1.0;MK inhibit pilot replicates=0.0;Spn DPM-DC inh pilot screen %=24*
O=C1CC(c2ccc(F)c(Br)c2)C2=C(CCCC2=O)N1 (centres undefined)	i	3	-1%	-18%	4%	7	-6%	8%	0%	PMK inhibit pilot replicates=5.0;MK inhibit pilot replicates=0.0;Spn DPM-DC inh pilot screen %=0.5
CCOC(=O)c1ccccc1Nc1cc(C)nc2nc(C)nn12	i	5	4%	-1%	5%	0	-7%	7%	0%
CS(=O)(=O)c1ccc2nc(N)sc2c1	i	3	-6%	-1%	0%	13	x	2%	-5%
COc1ccccc1-n1c(SCC(=O)Nc2ccccc2C)nc(O)cc1=O	i	9	3%	-3%	-11%	7	x	4%	1%
CCOc1ccc(Nc2nc(Cc3nnc(SCC(=O)O)o3)cs2)cc1	i	0	-3%	-5%	-3%	8	-2%	13%	18%
C=CCn1c(C(C)NC(=O)CCC)nc2ccccc21 (centres undefined)	i	5	x	2%	x	1	4%	x	x
Cc1ccc(-n2c3c(cc(C(=O)O)c2=O)C(=O)CC(C)(C)C3)cc1	i	4	-12%	6%	-3%	0	9%	2%	-6%	PMK inhibit pilot replicates=0.0;MK inhibit pilot replicates=2.5;Spn DPM-DC inh pilot screen %=1.5
Nc1nc(-c2ccccc2)cc(N2CCCCC2)n1	i	12	51%*	48%	39%	10	13%	7%	-3%
CC(C)(C)c1ccc(C(=O)N2CCC(C(=O)NCC3CCCO3)CC2)cc1 (centres undefined)	i	5	-1%	-5%	-2%	8	3%	-1%	1%
Cc1ccc2c(C)nc(NC3=NCN(Cc4ccccc4)CN3)nc2c1	i	15	-5%	-27%	-10%	15	1%	8%	-2%
Cn1nnnc1SCC(=O)N(C1CCCCC1)C1CCCCC1	i	0	-10%	2%	-5%	8	x	10%	-6%
CSc1nnc2c(n1)OC(C1CC=C(C)CC1)Nc1ccccc1-2 (centres undefined)	i	8	3%	4%	-11%	0	6%	6%	2%
C=CCOc1ccc(C2N3CC4(CC)CN2CC(CC)(C3)C4=O)cc1 (centres undefined)	i	6	11%	3%	-10%	13	10%	15%	0%
O=C(NCCc1ccc2c(c1)OCO2)C1CCN(S(=O)(=O)c2ccc(Cl)cc2)CC1	i	7	1%	-16%	0%	6	x	0%	12%
CCOc1ccc(-c2cn(CCC#N)cn2)cc1	i	0	0%	1%	-2%	17	x	8%	-4%
COc1ccc2cc3cc(C(=O)NCCCN4CCOCC4)oc3nc2c1	x	0	-6%	2%	8%	4	3%	7%	-12%
NC(=O)c1nc(N2CCOCC2)nc(N2CCOCC2)n1	i	0	-2%	5%	-6%	0	0%	11%	-1%
O=C(Nc1ccc2ccccc2c1)c1cnccn1	i	7	4%	0%	-6%	0	6%	7%	1%
COc1ccccc1-n1cnc(N)c1C(=O)c1ccccc1	i	9	x	9%	x	16	x	11%	1%
CCOC(=O)/C(N=O)=C(\O)C1CCN(C(=O)OCC)CC1	i	0	-5%	3%	5%	18	1%	8%	-1%
Cn1cc(S(=O)(=O)Cc2ccc(F)cc2)c2ccccc21	i	4	9%	20%	0%	0	-1%	8%	-6%
COc1cc(C(=O)NCCc2ccc3c(c2)OCCO3)ccc1OCC(=O)N1CCOCC1	i	3	-20%	-2%	-20%	9	x	2%	-1%	PMK inhibit pilot replicates=1.0;MK inhibit pilot replicates=0.0;Spn DPM-DC inh pilot screen %=1.5
CN1CC(=O)N(C)c2ncn(Cc3ccccc3)c2C1=O	i	4	-6%	-12%	-17%	13	-17%	6%	1%
COc1ccc(S(=O)(=O)N2CCN(C)CC2)cc1C	i	1	-6%	5%	-11%	0	5%	11%	2%
COc1ccc(Cl)cc1NC(=O)C1CCCO1 (centres undefined)	i	4	-3%	-5%	-9%	0	-4%	9%	-12%
COc1ccc(N2CCN(CCCNS(=O)(=O)c3c(C)noc3/C=C/N(C)C)CC2)cc1	i	5	45%	4%	42%	6	-10%	13%	-3%	PMK inhibit pilot replicates=2.5;MK inhibit pilot replicates=1.0;Spn DPM-DC inh pilot screen %=5.5
CC1=C(C(=O)Nc2ccc(Cl)cc2)C(c2ccco2)NC(=O)N1 (centres undefined)	i	5	-12%	5%	4%	11	2%	24%	-6%
Cc1cccc(-c2nc(CN3CCCC(C(=O)NC4CCC(C)CC4)C3)c(C)o2)c1 (centres undefined)	i	0	21%	28%	14%	16	x	8%	-9%
O=C(Cn1c(CN2CCCCC2)nc2ccccc2c1=O)Nc1ccccc1	i	7	-3%	25%	6%	9	8%	7%	-11%
CCNC(=O)C1CC(=O)N(c2ccc(OCC)cc2)C1 (centres undefined)	i	5	-13%	2%	3%	7	-12%	5%	-3%
Cc1nc2n[nH]c(N)c2c2c1COC(C)(C)C2	i	x	6%	-6%	0%	7	-1%	4%	1%
CCc1ccccc1NC(=O)c1ccc(F)c(S(=O)(=O)N2CCC(C(N)=O)CC2)c1	i	0	x	-3%	x	7	17%	9%	-4%
Cc1nc2ccccc2c2oc(C(=O)NC3CC3)cc12	i	6	1%	4%	5%	5	9%	6%	1%
